Source: PubChem
GDH-TPI inh: inhibits GDH-TPI coupling enzymes, artifact for Mtb FBA screen. hit rate 1.2% among 360,000. inhibition, % at 4.8 µM. AID 588335. GDH-TPI coupled enzyme counterscreen, NADH absorbance;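 further: 0% = DMSO wells and 100% = wells lacking the enzyme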
Mtb FBA inh: inhibits M. tuberculosis FBA enzyme; P9WQA3; purified M. tuberculosis FBA, fluorescence read-out; inhibition, % at 1 µM; hit rate 2.3% among 360,000; in the data active means inhibition above about 27%;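 further: 0% = vehicle and 100% = reference inhibitor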
Target sequence (P9WQA3 whole entry, looked up): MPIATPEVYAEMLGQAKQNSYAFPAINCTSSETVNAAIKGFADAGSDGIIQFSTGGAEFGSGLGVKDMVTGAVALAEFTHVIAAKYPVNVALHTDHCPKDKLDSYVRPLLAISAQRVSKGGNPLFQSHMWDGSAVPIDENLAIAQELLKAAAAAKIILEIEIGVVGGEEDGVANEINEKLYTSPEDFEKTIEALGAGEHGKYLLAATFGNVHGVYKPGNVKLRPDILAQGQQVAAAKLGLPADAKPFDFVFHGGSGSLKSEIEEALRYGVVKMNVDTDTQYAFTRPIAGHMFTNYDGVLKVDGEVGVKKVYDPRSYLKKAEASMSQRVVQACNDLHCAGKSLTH
BoNT F protease: inhibitors of Botulinum neurotoxin F light chain protease; Multiplex microsphere protease cleavage assay, flow cytometry; inhibition, % at 10 µM; hit rate 0.22% among 360,000; in the data active means inhibition above about 35%, passing the limit was not always enough; inconclusive means no clear call, values can overlap the other calls; further: plate controls were buffer without enzyme for full effect and enzyme alone for no effect
MazEF act: increases E. coli MazEF RNase cleavage of RNA; FAM/BHQ RNA-DNA oligo cleavage fluorescence, 5 h; activation, % at 20 µM; hit rate 0.32% among 350,000; AID 504720; in the data active means activation above about 50%
Target sequence (P0AE70 whole entry, looked up): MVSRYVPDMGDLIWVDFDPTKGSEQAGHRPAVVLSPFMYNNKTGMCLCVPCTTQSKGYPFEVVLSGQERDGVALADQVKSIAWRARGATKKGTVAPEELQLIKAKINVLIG
Rv3671c inh: Rv3671c (M. tuberculosis) protease inhibition. P9WHR9. inhibition, % at 5.96 µM. hit rate 0.048% among 320,000; in the data active means inhibition above about 38%;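 further: extracellular domain of Rv3671c used as enzyme; 0% = enzyme with DMSO and 100% = no enzyme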
BioA inh: blocks M. tuberculosis BioA enzyme activity; purified M. tuberculosis BioA enzyme, plate reader; inhibition, % at 9.99 µM; hit rate 0.096% among 360,000; in the data active means inhibition above about 40%; inconclusive means no clear call, values can overlap the other calls
VHR inh abs: DUSP3 (human) phosphatase inhibition | recombinant VHR phosphatase, pNPP absorbance | P51452 | hit rate 0.52% among 290,000 | inhibition, % at 13.3 µM; in the data active means inhibition above about 50%; further: some compounds called inactive have numbers as strong as hits
Target sequence (P51452 whole entry, looked up): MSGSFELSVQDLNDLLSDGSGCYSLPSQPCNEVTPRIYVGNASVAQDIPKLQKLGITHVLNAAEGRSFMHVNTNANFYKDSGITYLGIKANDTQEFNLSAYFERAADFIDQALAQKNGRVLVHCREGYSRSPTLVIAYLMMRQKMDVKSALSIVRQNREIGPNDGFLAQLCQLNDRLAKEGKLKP
CCHFV vOTU inh: CCHFV vOTU protease inhibition; hit rate 0.55% among 370,000; Pep-AMC fluorescence; inhibition, % at 11.5 µM; further: 0% = vehicle wells with enzyme and 100% = no enzyme wells
FadD28 FP inh: blocks FadD28 binding to the bisubstrate probe. fluorescence polarization. AID 588549. hit rate 0.22% among 360,000. inhibition, % at 12.5 µM; in the data active means inhibition above about 8.5%, passing the limit was not always enough; inconclusive means no clear call, values can overlap the other calls
Mtb UGM inh: inhibitors of M. tuberculosis UDP-galactopyranose mutase; purified UGM, fluorescence polarization probe displacement; inhibition, % at 10 µM; hit rate 0.06% among 320,000; AID 504406; in the data active means inhibition above about 10%, passing the limit was not always enough; inconclusive means no clear call, values can overlap the other calls
Target sequence (P9WIQ1 whole entry, looked up): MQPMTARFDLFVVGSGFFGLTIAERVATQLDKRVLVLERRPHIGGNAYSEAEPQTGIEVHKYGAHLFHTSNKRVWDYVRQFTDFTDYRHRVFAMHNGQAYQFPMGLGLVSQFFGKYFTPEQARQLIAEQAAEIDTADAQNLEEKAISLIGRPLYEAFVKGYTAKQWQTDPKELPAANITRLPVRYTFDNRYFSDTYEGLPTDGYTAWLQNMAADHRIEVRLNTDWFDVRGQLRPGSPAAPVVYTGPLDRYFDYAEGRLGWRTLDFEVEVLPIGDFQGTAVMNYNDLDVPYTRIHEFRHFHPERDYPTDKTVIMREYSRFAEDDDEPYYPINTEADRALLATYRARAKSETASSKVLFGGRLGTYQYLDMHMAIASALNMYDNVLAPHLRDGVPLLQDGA
Starred values were filed as active, the others as inactive; ? = inconclusive; . = no result given. Unless noted, no stated cut-off is given here; in the data, active means inhibition above about 30%; inactive means the rest. Rows were taken by chance. Share with any hit: about 4.9%.

Compound,GDH-TPI inh,Mtb FBA inh,BoNT F protease,MazEF act,Rv3671c inh,BioA inh,VHR inh abs,CCHFV vOTU inh,FadD28 FP inh,Mtb UGM inh
Cc1cc(C)n(-c2ccc(C(=O)N3CCN(S(=O)(=O)c4ccc(OC(F)(F)F)cc4)CC3)cc2)n1,-5.4,1.0,-4.9,-0.1,.,-0.3,.,10.2,0.2,.
COCC(=O)Nc1cc(OC)ccc1OC,4.6,-5.6,-26.3,4.7,3.0,.,-3.9,-5.5,-0.5,0.5
Cc1ccc(NC(=O)c2cccnc2C(=O)O)nc1,8.1,8.1,5.0,-1.3,-2.8,.,-11.0,4.3,-0.9,0.6
COC(=O)c1cc(NC(=O)Cn2c(=O)cnc3ccccc32)cc(C(=O)OC)c1,13.0,0.7,-6.2,-2.8,-4.1,-2.8,0.2,12.3,-0.9,-2.2
COc1ccccc1CC(=O)Nc1ccc(F)cc1F,-0.6,0.7,0.2,2.8,0.2,.,10.2,4.3,0.2,1.3
CC(C)Cn1cc(C(=O)NCCCN2CCC(C)CC2)c2c3ccccc3n(C)c2c1=O,4.0,9.9,-5.4,-13.1,1.9,0.4,.,-9.7,-3.4,1.8
Cc1ccc(S(=O)(=O)/N=C(/Nc2ccc3[nH]c(=O)[nH]c3c2)c2ccccc2)cc1,9.3,-0.7,1.2,1.3,-13.3,8.7,7.3,-8.9,-1.5,2.2
CCn1c(SCC(=O)N2CCOCC2)nc2ccccc21,5.1,0.5,-3.0,1.4,-2.0,.,-3.8,-17.8,0.4,0.2
O=C(CSCc1ccccc1)NCCCN1CCOCC1,-0.4,3.3,-1.7,-0.6,-4.5,-0.2,44.3,0.4,-2.4,2.9
O=C(NC1CCCCC1)c1cc2ccccc2cc1O,5.3,-1.0,0.3,8.7,2.1,-4.3,-9.2,-4.5,-1.7,-2.7
O=C(c1cccnc1)N1CCN(c2ccc(Cl)cc2)CC1,32.1*,2.9,7.1,0.8,10.2,5.5,-11.3,-12.7,0.2,-2.5
CC(C)NS(=O)(=O)c1ccc(NC(=O)NC2CCCCC2)cc1,8.5,3.3,-0.5,10.6,-16.9,-1.1,-1.6,-12.9,-1.3,-1.0
CN(Cc1ccccc1)c1nc2c(c(=O)[nH]c(=O)n2C)n1CCCc1ccccc1,-0.8,-0.7,-7.8,4.2,0.1,4.7,25.6,-7.0,0.1,1.7
O=C(Nc1ccc2c(c1)C(=O)NC2=O)c1ccc(Cl)s1,3.8,0.2,-3.3,-1.8,-2.3,-1.0,-1.6,-4.8,-0.9,0.1
CCCCN1C(N)=NC[C@@H]1Cc1ccc(O)cc1,0.0,-0.3,-9.0,7.0,-4.4,-2.7,11.1,-9.3,-0.2,-0.7
Cc1c(NC(=S)/C=C2\N(C)c3ccccc3C2(C)C)c(=O)n(-c2ccccc2)n1C,21.2,-4.5,6.6,-4.3,-23.1,2.7,43.0,13.2,-3.2,-0.1
Cc1cc(Nc2ccc(F)cc2)c2ccccc2n1,22.9,-3.4,0.1,5.5,.,7.6,.,4.2,-0.5,.
COc1cc(OC)cc(C(=O)NCCOC23CC4CC(CC(C4)C2)C3)c1,-10.0,0.0,-5.5,-7.3,-2.3,0.2,2.1,-7.7,-5.6,-1.7
CC(C)CNS(=O)(=O)c1ccccc1C(=O)N1CCCCC1,-0.3,6.2,-3.8,3.2,4.1,-1.0,17.7,-1.2,-1.2,-0.9
N#CC(c1cccc([N+](=O)[O-])c1)C(CC(=O)c1ccccc1)c1ccccc1 (configuration not stated),5.3,-1.1,-3.5,-2.5,.,0.8,.,7.4,-2.8,.
CCCCOc1ccc(C(=O)N/C(=C/C=C/c2ccccc2)C(=O)NCCO)cc1,31.1*,-2.0,5.4,-2.6,3.0,0.3,-13.8,19.9,0.2,-0.1
O=C(Nc1ccc(OCc2ccccc2)cc1)c1cccnc1,6.5,0.4,-0.2,-10.6,1.3,8.0,32.9,-12.3,-1.3,0.5
Cc1ccc(C(=O)Oc2ccc([N+](=O)[O-])cc2)cc1S(=O)(=O)N1CCCCCC1,-2.2,-5.3,7.8,-6.8,1.3,-0.1,17.7,1.7,-4.6,1.3
c1ccc(-c2cc(N3CCCCC3)nc(-c3ccccc3)n2)cc1,-4.4,0.0,-11.2,-4.5,4.6,-1.2,4.2,4.3,-2.1,-0.3
CC(C)N(C(=O)CSc1nnc(Cc2ccc3c(c2)OCO3)n1C)C(C)C,0.9,-2.9,1.5,4.8,-3.4,.,5.5,-1.3,-1.0,0.0

Remaining list, next part.
Compound,GDH-TPI inh,Mtb FBA inh,BoNT F protease,MazEF act,Rv3671c inh,BioA inh,VHR inh abs,CCHFV vOTU inh,FadD28 FP inh,Mtb UGM inh
CC(=O)N1CCOc2ccc(S(=O)(=O)N3C(C)CCCC3C)cc21 (configuration not stated),-7.4,-0.7,3.1,-2.5,-5.6,4.9,14.2,-12.5,-5.5,1.0
Cc1c(C(=O)O)sc(S(=O)(=O)N2CCN(C(=O)Cc3ccc(Cl)cc3)CC2)c1C(=O)O,8.4,-0.2,0.1,1.5,.,-1.7,.,-6.9,-1.6,.
CCOC(=O)C1CCN(C(=O)c2cc3cc4ccc(C)cc4nc3o2)CC1,31.6*,6.8,-2.5,3.6,-5.4,-0.5,-3.6,-4.1,-3.1,-0.1
CC(C)C(=O)Nc1cccc(S(=O)(=O)NC2=NCCC2)c1,-0.4,0.0,-3.6,-0.3,.,-0.9,.,0.9,-0.6,.
O=C(c1cc2nc(-c3ccc(F)cc3)cc(C(F)(F)F)n2n1)N1CCCCC1c1cccnc1 (configuration not stated),5.7,4.8,-1.0,8.0,-7.6,4.6,20.6,6.2,-5.9,-1.7
CCN(CC(=O)Nc1ccccc1C(F)(F)F)CC(=O)c1[nH]c(C)c(C(C)=O)c1C,16.1,3.8,-13.3,-1.1,.,2.7,.,38.1*,-2.8,.
CN1CCc2c(OCC(=O)N3CCCc4ccccc43)cccc2C1=O,-1.9,2.0,1.9,0.0,5.5,.,9.6,-18.2,-1.6,0.7
Cc1ccc(NC(=O)CN2CCN(c3ccccn3)CC2)cc1S(=O)(=O)N(C)C,6.9,-0.1,-2.6,7.1,4.5,0.0,4.5,1.7,-2.5,5.6
O=C(Nc1ccccn1)[C@@H]1CCC(=O)N1C(=O)OCc1ccccc1,15.5,-2.6,1.2,7.4,0.9,0.5,4.9,1.2,-1.1,-0.6
Cc1cc2n(n1)SC(Nc1ccc(F)c(Cl)c1)N2 (configuration not stated),1.8,-0.6,-3.8,-7.0,-14.6,2.2,13.2,1.2,-19.6,3.0
CS(=O)(=O)Nc1ccccc1C(=O)Nc1ccc2c(c1)OCCO2,5.9,5.5,-5.8,2.4,0.1,-0.9,1.4,8.3,0.5,-0.1
CCOC(=O)N1CCN(c2c(NCc3cccs3)c(=O)c2=O)CC1,1.9,-0.7,-8.6,6.4,4.0,1.0,23.2,7.8,-2.7,0.0
COc1ccc(-c2noc(CNC(=O)c3ccoc3C)n2)cc1OC,0.4,-4.4,-5.1,8.6,-0.9,1.9,3.0,5.5,-3.5,0.1
CCOc1cc(N2CCOCC2)c(OCC)cc1NC(=O)COc1ccccc1[N+](=O)[O-],-7.6,-4.9,-5.6,-16.8,3.2,-0.1,15.5,-7.8,0.8,-1.9
O=C(CCc1ccccc1)N1CCN(c2ccc([N+](=O)[O-])cc2)CC1,2.8,-12.9,-4.2,-15.5,-6.2,.,3.1,13.3,-3.7,0.8
COc1cc(C(=O)Nc2cc(C)ccc2C)ccc1OCc1c(C)noc1C,9.1,3.2,0.3,5.5,2.2,-0.9,.,15.7,-2.5,-2.2
COc1ccccc1NS(=O)(=O)c1cccc(-n2c(O)c(C=Nc3ccccc3C(=O)O)c3ccccc3c2=O)c1,9.2,6.4,19.8,1.9,8.1,-1.8,0.0,38.2*,19.7*,7.3
Cc1ccc2[nH]c(=O)c3cc(C(=O)N(C)C4CCCCC4)sc3c2c1,9.8,3.0,3.4,-6.8,0.2,-2.4,-2.2,-14.3,-1.6,-1.3
O=C(NCc1nnc(SCC(=O)N2CCCc3ccccc32)o1)c1ccccc1F,11.2,-3.1,4.7,2.2,-2.2,-0.8,-0.5,4.2,-0.8,-0.2
CC(C)(C)OC(=O)[C@H](Cc1ccccc1)NC(=O)c1ncn2c1c(=O)[nH]c1ccc(Br)cc12,8.5,1.5,-1.0,0.3,.,-1.0,.,-10.2,-5.0,.
CN(C)c1ccc(C(CNS(=O)(=O)c2ccc(F)cc2)c2c[nH]c3ccccc23)cc1 (configuration not stated),11.8,-1.4,-4.5,-0.5,15.3,-0.9,7.5,6.3,-1.2,0.0
CC(C)(C)C(=O)NC1CC2CCCC(C1)N2C(=O)Nc1ccccc1F (configuration not stated),5.6,-1.0,10.3,-5.7,-1.9,-1.7,15.4,-10.7,-5.5,0.4
COc1cc(NS(=O)(=O)c2ccc(OC)c(OC)c2)cc(OC)c1,-7.5,-1.7,-13.9,2.8,-7.1,-0.2,25.4,0.7,-6.1,2.9
[O-][n+]1onc2c1CCc1[nH]c(-c3ccccc3)nc1-2,6.3,1.8,-9.4,4.5,0.6,1.1,15.1,6.9,-1.0,-0.4
Cn1nc(C(F)(F)F)c(-c2ccc(F)cc2)c1NC(=O)c1ccco1,0.8,-1.3,.,3.5,-7.4,0.6,8.4,-13.5,-3.3,-0.1

Compound profiles, from the list above:
CCN(CC(=O)Nc1ccccc1C(F)(F)F)CC(=O)c1[nH]c(C)c(C(C)=O)c1C is entered as GDH-TPI inh: 16.1; Mtb FBA inh: 3.8; BoNT F protease: -13.3; MazEF act: -1.1; Rv3671c inh: .; BioA inh: 2.7; VHR inh abs: .; CCHFV vOTU inh: 38.1*; FadD28 FP inh: -2.8; Mtb UGM inh: .
CN(C)c1ccc(C(CNS(=O)(=O)c2ccc(F)cc2)c2c[nH]c3ccccc23)cc1 (configuration not stated) is entered as GDH-TPI inh: 11.8; Mtb FBA inh: -1.4; BoNT F protease: -4.5; MazEF act: -0.5; Rv3671c inh: 15.3; BioA inh: -0.9; VHR inh abs: 7.5; CCHFV vOTU inh: 6.3; FadD28 FP inh: -1.2; Mtb UGM inh: 0.0

(next part)
Compound,GDH-TPI inh,Mtb FBA inh,BoNT F protease,MazEF act,Rv3671c inh,BioA inh,VHR inh abs,CCHFV vOTU inh,FadD28 FP inh,Mtb UGM inh
CCNC(=O)NNC(=O)C1CC(c2cccnc2)=NO1 (configuration not stated),-0.9,-1.4,-0.4,5.9,7.6,0.2,-36.9,-0.2,-2.9,0.0
O=C(c1ccccc1Sc1ccc([N+](=O)[O-])cc1)N1CCCCC1,7.5,-0.9,-1.0,5.2,-9.8,.,4.6,-7.3,-3.8,-2.5
Cc1ccc(-c2cc(C(=O)Nc3sc4c(c3C(=O)NCc3ccco3)CCC4)[nH]n2)c(O)c1,15.6,2.4,1.6,-6.7,-11.1,2.0,-4.8,10.1,-1.0,0.0
Cc1cc(=O)[nH]c(SCc2ccc(Cl)cc2)n1,4.8,0.4,?,-9.2,3.5,.,.,-3.0,-1.5,-0.2
CC(c1ccco1)N(C(=O)c1ccccc1NS(=O)(=O)c1cccc([N+](=O)[O-])c1)c1ccccn1 (configuration not stated),-0.7,1.8,-3.6,0.3,-6.7,.,-7.4,.,-4.6,1.8
CCOC(=O)N1CCC(NC(=O)c2ccc3c(c2)N=C(CC)c2ccccc2S3)CC1,5.6,0.5,3.8,3.8,-3.2,2.0,27.7,11.7,-3.8,1.2
CC1CC(C)CN(CC(=O)c2cccs2)C1 (configuration not stated),5.7,1.4,-2.4,-1.0,4.2,-1.9,13.0,5.1,-1.2,4.7
Cc1cc(NO)nc(-c2ccc(Br)cc2)n1,12.4,-0.3,-5.1,2.1,-4.2,-3.2,25.8,-3.7,-0.3,-0.9
C=C(C)CNC(=S)Nc1sc2c(c1C(=O)OCC)CC(C)(C)OC2,19.9,-2.5,-2.4,4.4,1.0,.,18.1,2.7,-1.4,-6.4
S=C(NCc1cccnc1)Nc1ccc(Cl)cc1,7.2,2.2,-0.8,0.4,6.0,.,30.2,0.9,-0.4,0.6
